Bioassay records (PubChem BioAssay)
CHRM1 antagonist: human M1 muscarinic receptor antagonists, primary screen, CHO-K1 cells, Fluo-8 calcium fluorescence, 1536-well; CHO-K1 hM1, ACh EC80 antagonist; inhibition, % at 3 µM; actives 1.3% (n = 360,000); AID 588852, 2011;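 active = percent inhibition above its own plate's cutoff, namely the mean of that plate's compound wells plus 3 SD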;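 note: peak over basal fluorescence ratio during 140 s after agonist addition; 0% = ACh EC80 plus DMSO and 100% = DMSO alone without agonist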
OXTR potentiator: human OXTR potentiators, primary screen, fluorescence, CHO-OTR cells, Fluo-8 calcium; Oxytocin receptor (Homo sapiens), P30559; Fluo-8 calcium fluorescence, potentiator mode; 0% = oxytocin EC15, 100% = EC100; activation, % at 3 µM; actives 0.061% (n = 320,000); AID 2445, 2010;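 active = activation above that plate's cutoff, the mean activation of tested compounds plus 3 SD, cut at about 6.6% in these data, passing the limit was not always enough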;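 note: 100% uses oxytocin at 75 nM as the full agonist control; some results filed as inactive read as strong as hits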
Target sequence (P30559 whole entry, looked up): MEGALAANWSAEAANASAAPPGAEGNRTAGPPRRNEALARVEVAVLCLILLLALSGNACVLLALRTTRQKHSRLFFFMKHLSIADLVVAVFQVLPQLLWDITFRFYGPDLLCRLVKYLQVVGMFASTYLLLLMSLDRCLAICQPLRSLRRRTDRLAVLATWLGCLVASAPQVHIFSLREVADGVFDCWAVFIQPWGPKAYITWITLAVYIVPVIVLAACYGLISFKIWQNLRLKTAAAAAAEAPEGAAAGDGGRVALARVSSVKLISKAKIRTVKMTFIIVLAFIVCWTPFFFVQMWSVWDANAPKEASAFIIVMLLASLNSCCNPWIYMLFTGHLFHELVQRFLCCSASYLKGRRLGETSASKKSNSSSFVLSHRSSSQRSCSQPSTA
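System: human OTR in CHO cells / Also added: sub-maximal oxytocin, roughly EC15 / Control set: EC15 oxytocin low, 75 nM oxytocin high / Schedule: 6 min compound pre-incubation at room temperature, 100 s kinetic read / Compound: single-point 3.0 µM / Replication: singlicate / Technique: Fluo-8 calcium dye fluorescence / Read-out basis: % activation of max/min ratio relative to oxytocin controls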
TAAR1 ag: human TAAR1 agonists, primary screen, Fluo-8 calcium fluorescence, CHO RD-HGA16 cells; AID 624467, 2012; Trace amine-associated receptor 1 (Homo sapiens), Q96RJ0; actives 0.99% (n = 360,000); vehicle wells 0%, saturating PEA agonist 100%; activation, % at 3 µM;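 active = activation above the mean activation of all test compounds in the run plus 3 SD, cut at about 38% in these data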
Target sequence (Q96RJ0 whole entry, looked up): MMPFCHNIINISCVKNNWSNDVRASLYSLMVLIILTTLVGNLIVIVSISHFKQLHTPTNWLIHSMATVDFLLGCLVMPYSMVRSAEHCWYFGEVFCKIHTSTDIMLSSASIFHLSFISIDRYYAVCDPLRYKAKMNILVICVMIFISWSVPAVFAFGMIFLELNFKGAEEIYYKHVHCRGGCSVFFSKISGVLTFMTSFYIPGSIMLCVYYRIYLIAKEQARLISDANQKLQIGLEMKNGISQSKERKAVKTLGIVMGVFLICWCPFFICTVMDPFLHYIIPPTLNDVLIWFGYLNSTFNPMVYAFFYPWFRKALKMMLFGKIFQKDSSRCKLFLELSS
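Signal – calcium-sensitive Fluo-8 signal, excitation 470-495, emission 515-575 nm · System – RD-HGA16 (CHO) cells co-expressing Gα16 and hTAAR1 · Incubation – 17-24 h seeding, 75 min 37 °C dye, 30 min RT · Compound dosing – 3 µM single concentration · Repeats – no replicates (n 1)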
CHO-K1 Ca PAM: nonselective calcium activators in parental CHO-K1 cells, primary screen, counter-screen for M1 PAM project, cell-based, Fluo-8 calcium fluorescence, full deck, 1536-well; actives 0.02% (n = 360,000); activation, % at 3 µM; AID 602247, 2012; ATP EC20; 0% at ATP EC20, 100% at ATP max;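 active = activation above the run cutoff, the mean activation of all test compounds plus 3 SD, cut at about 40% in these data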;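 note: peak over basal fluorescence ratio in a 140 s read after ATP addition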
TAAR1 antag: human TAAR1 antagonists, primary screen, Fluo-8 calcium fluorescence, CHO RD-HGA16 cells | Trace amine-associated receptor 1 (Homo sapiens), Q96RJ0 | antagonist | inhibition, % at 3 µM | actives 1.5% (n = 360,000) | AID 624466, 2012;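 active = inhibition above a per-plate cutoff, the mean inhibition of test compounds on that plate plus 3 SD, cut at about 49% in these data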;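 note: 0% = DMSO plus EC80 beta-PEA response and 100% = DMSO alone without agonist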
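Material: RD-HGA16 CHO cells with stable hTAAR1 and Gα16; Dosing: single nominal final test compound concentration of 3 µM; Schedule: seeding 17-24 h prior, 75-min 37 °C, 30-min RT dye loading; Detection: kinetic Fluo-8 calcium fluorescence measurement; Measure: % inhibition from peak post-agonist over basal fluorescence ratio; Benchmarks: vehicle and agonist controls.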
M1 ag parental: counter-screen for M1 agonists: effect in parental CHO-K1 cells | activation, % at 3 µM | AID 602248, 2012 | actives 0.48% (n = 360,000) | Fluo-8 calcium fluorescence; scaled to maximal ATP response, vehicle zero; in the data active = activation above about 15%;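 note: untransfected CHO-K1 host cells lacking M1 receptor as counterscreen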
CHO-K1 Ca antag: M1 antagonist counterscreen hit in parental CHO-K1 cells. actives 0.6% (n = 360,000). ATP-induced calcium, Fluo-8 fluorescence. inhibition, % at 3 µM;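 active = inhibition above a per-plate cutoff, the plate's mean sample inhibition plus 3 SD, cut at about 24% in these data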;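 note: 0% = DMSO plus EC80 ATP and 100% = DMSO alone without ATP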
M1 ag: human M1 muscarinic receptor agonists, primary screen, Fluo-8 calcium fluorescence, CHO-K1 cells, HTS; Muscarinic acetylcholine receptor M1 (Homo sapiens), P11229; CHO-K1 hM1, agonist mode; 0% DMSO, 100% acetylcholine EC100; activation, % at 3 µM; actives 0.33% (n = 360,000);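 active = activation above the run's mean compound activation plus 3 SD, cut at about 16% in these data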;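 note: peak over basal fluorescence ratio within a 140 s kinetic read after compound addition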
CHO parental Ca: ATP-evoked calcium signal inhibitors, parental CHO, primary screen, counter-screen for OX1R antagonist project, cell-based, fluorescence, Fluo-8 calcium dye; parental CHO-K1, ATP-induced calcium, Fluo-8 fluorescence; inhibition, % at 5.6 µM; actives 0.63% (n = 330,000);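 active = inhibition above that plate's mean sample inhibition plus 3 SD, cut at about 26% in these data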;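 note: 0% = ATP-challenged DMSO wells and 100% = DMSO wells without ATP; some compounds past the cut are filed as inactive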
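Assay system: untransfected parental CHO cell line. Also added: ATP agonist challenge. Dosing: one dose, 5.6 µM nominal. Measured by: Fluo-8 fluorescence. Read-out: % inhibition. Benchmarks: ATP wells versus no-ATP DMSO wells. Repeats: no replicates.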
The depositor's hits bear a star; x = not tested or not shown.

The opening nine compounds (preview)
Values run as follows: M1 ag parental	CHO-K1 Ca PAM	OXTR potentiator	TAAR1 ag	CHO-K1 Ca antag	TAAR1 antag	CHO parental Ca	M1 ag	CHRM1 antagonist
#1 CCN1C(=O)/C(=C\c2nc3ccccc3c(=O)n2-c2ccccc2)c2ccccc21
 : 2.0	24	-2	2	0	-12	-4	-3	-1
#2 O=C(CSc1ncccn1)N/N=C/c1ccc(OC2CSC2)cc1
 : 1.5	24	1	2	-18	19	-2	-5	0
#3 O=C(Nc1ccc(NC(=O)c2cccs2)cc1)c1ccco1
 : 0.6	-3	-4	3	12	8	1	-2	2
#4 CC(C)[C@H](NC(=O)c1ccccc1)C(=O)OCC(=O)/C=C1/N(C)c2ccccc2C1(C)C
 : 7.5	1	-19	11	13	71*	7	-4	24
#5 CC1(C)CC(=O)C=C(c2cccc(Br)c2)C1
 : 0.4	23	3	14	-24	-20	-16	-10	-11
#6 O=C(COC(=O)c1ccccc1[N+](=O)[O-])c1ccc(C2CCCCC2)cc1
 : 0.2	7	-12	7	0	36	47*	-3	-6
#7 Cc1ccc(S(=O)(=O)NCC(=O)OCN2C(=O)c3ccccc3C2=O)cc1
 : x	x	-14	4	x	-3	-13	x	x
#8 O=c1[nH]cnc2ccc([N+](=O)[O-])cc12
 : 0.6	16	-2	1	-12	14	5	-2	-7
#9 O=C(C[C@@H]1C/C=C\CCC(=O)OC[C@@H]2CCCN2C1=O)N[C@H](CO)Cc1ccccc1
 : 0.3	2	3	0	-3	9	-5	1	-6

The list itself, repeating the preview:
Values run as follows: M1 ag parental	CHO-K1 Ca PAM	OXTR potentiator	TAAR1 ag	CHO-K1 Ca antag	TAAR1 antag	CHO parental Ca	M1 ag	CHRM1 antagonist
#1 CCN1C(=O)/C(=C\c2nc3ccccc3c(=O)n2-c2ccccc2)c2ccccc21
 : 2.0	24	-2	2	0	-12	-4	-3	-1
#2 O=C(CSc1ncccn1)N/N=C/c1ccc(OC2CSC2)cc1
 : 1.5	24	1	2	-18	19	-2	-5	0
#3 O=C(Nc1ccc(NC(=O)c2cccs2)cc1)c1ccco1
 : 0.6	-3	-4	3	12	8	1	-2	2
#4 CC(C)[C@H](NC(=O)c1ccccc1)C(=O)OCC(=O)/C=C1/N(C)c2ccccc2C1(C)C
 : 7.5	1	-19	11	13	71*	7	-4	24
#5 CC1(C)CC(=O)C=C(c2cccc(Br)c2)C1
 : 0.4	23	3	14	-24	-20	-16	-10	-11
#6 O=C(COC(=O)c1ccccc1[N+](=O)[O-])c1ccc(C2CCCCC2)cc1
 : 0.2	7	-12	7	0	36	47*	-3	-6
#7 Cc1ccc(S(=O)(=O)NCC(=O)OCN2C(=O)c3ccccc3C2=O)cc1
 : x	x	-14	4	x	-3	-13	x	x
#8 O=c1[nH]cnc2ccc([N+](=O)[O-])cc12
 : 0.6	16	-2	1	-12	14	5	-2	-7
#9 O=C(C[C@@H]1C/C=C\CCC(=O)OC[C@@H]2CCCN2C1=O)N[C@H](CO)Cc1ccccc1
 : 0.3	2	3	0	-3	9	-5	1	-6
#10 COc1ccc(-n2c(=S)[nH]c3cc(C(=O)NCc4ccco4)ccc3c2=O)c(OC)c1
 : 2.1	23	-1	4	-4	23	-14	-1	-11
#11 O=C(CC1SC(=Nc2ccccc2)N(Cc2ccccn2)C1=O)Nc1ccc(Br)cc1 (configuration not stated)
 : 2.8	16	-8	13	1	28	-20	-6	2
#12 O=C(NCc1ccco1)N1c2ccccc2Sc2ccccc21
 : -1.0	-8	-7	12	-17	-13	-16	-12	-3
#13 COc1ccc(CN2C[C@@H](CO)O[C@@H](n3cnc4c(N(C)C)ncnc43)C2)cc1
 : 0.5	9	x	0	-3	1	x	-1	-12
#14 Cc1ccc(-n2nc3ccc(NC(=O)c4ccco4)cc3n2)cc1
 : -0.1	9	0	3	2	5	0	0	-9
#15 COc1ccc2c(C)cc(SCC(=O)NCC3CCCO3)nc2c1 (configuration not stated)
 : -0.4	-13	-9	-1	12	9	-18	2	-9
#16 Clc1ccc(-c2ccc(SCc3ccccn3)nn2)cc1
 : 3.1	23	-7	7	-4	-17	-6	2	-13
#17 O=CNc1c(Cl)cc2c(c1Cl)Cc1cc([N+](=O)[O-])ccc1-2
 : 0.5	3	x	1	-11	2	x	-1	-17
#18 O=C(NCCc1ccccc1)/C(=C\c1ccccc1)NC(=O)c1ccco1
 : -0.1	5	-3	17	3	-6	-12	-2	-20
#19 Cc1cc(N2Cc3ccccc3C2)ccc1C=O
 : -0.2	8	-10	0	-6	-20	-15	1	-16
#20 O=C(O)c1cn(-c2ccccc2)nc1C(=O)O
 : 0.5	19	-5	1	-8	-3	-13	-2	-11

Two entries picked at random from those above:
Values run as follows: M1 ag parental	CHO-K1 Ca PAM	OXTR potentiator	TAAR1 ag	CHO-K1 Ca antag	TAAR1 antag	CHO parental Ca	M1 ag	CHRM1 antagonist
#17 O=CNc1c(Cl)cc2c(c1Cl)Cc1cc([N+](=O)[O-])ccc1-2
 : 0.5	3	x	1	-11	2	x	-1	-17
#20 O=C(O)c1cn(-c2ccccc2)nc1C(=O)O
 : 0.5	19	-5	1	-8	-3	-13	-2	-11

The listing continues.
Values run as follows: M1 ag parental	CHO-K1 Ca PAM	OXTR potentiator	TAAR1 ag	CHO-K1 Ca antag	TAAR1 antag	CHO parental Ca	M1 ag	CHRM1 antagonist
#21 COc1ccc(CCN2CC(C(=O)N(C)Cc3ccc(C)o3)CCC2=O)cc1 (configuration not stated)
 : 1.5	0	-7	2	-3	-18	-9	-1	-8
#22 O=C(/C=C/c1cccc([N+](=O)[O-])c1)NC(=S)Nc1cccc(NC(=O)c2ccccc2Cl)c1
 : 2.9	12	1	1	5	-12	4	-4	4
#23 CCCn1c(=O)c(C(=O)NNC(=O)Cc2ccccc2)c(O)c2ccccc21
 : 0.0	0	-10	-2	-13	12	-17	-5	-4
#24 CS/C(=C\[N+](=O)[O-])Nc1ccc(OC(F)(F)F)cc1
 : 1.3	15	9	-1	-8	-2	-6	-7	-4
#25 CC(=O)c1c(C)[nH]c(C(=O)N(C)CC(=O)Nc2ccc(Cl)c(C(F)(F)F)c2)c1C
 : 6.3	-9	-6	12	10	5	-8	-1	12
#26 Fc1ccc(/C=N/NC(=S)Nc2cccnc2)cc1F
 : 0.3	3	-3	11	-7	-8	-11	-2	4
#27 O=C(COC(=O)/C=C/c1ccc(Br)o1)NCCCN1CCCC1=O
 : 1.0	26	6	1	-23	25	1	-5	-6
#28 CC12CCC(C(=O)Nc3ccccc3)(C(Br)C1=O)C2(C)C (configuration not stated)
 : -0.1	15	-1	3	-8	8	-6	-6	-16
#29 CCOC(=O)C1=CCN(S(=O)(=O)c2ccccc2C)C1c1ccc(F)cc1 (configuration not stated)
 : 2.0	9	x	8	9	16	x	-8	2
#30 COc1ccc(N2CCN(C(CNC(=O)C(=O)NCCc3c[nH]c4ccccc34)c3ccco3)CC2)cc1 (configuration not stated)
 : 1.5	8	-9	10	-2	25	-8	1	-5
#31 CC1CCCC=CC2CC(OC(=O)CN(C)C)CC2C(O)C=CC(=O)O1 (configuration not stated)
 : 1.8	23	x	2	-11	-8	x	-3	-7
#32 COC(=O)c1nn(-c2ccccc2)c(-c2ccccc2)c1C(=O)c1ccccc1
 : 0.1	-3	-9	8	2	10	-19	0	-14
#33 O=C(CN1CCN(c2ncccn2)CC1)N1CCCc2c1c(=O)oc1ccc(O)cc21
 : 0.6	-5	-14	4	4	-13	-16	-10	-9
#34 CCN1C(=O)C2C(c3cccc(F)c3)NC(CC)(C(=O)OC)C2C1=O (configuration not stated)
 : 0.3	16	-12	1	-17	-2	1	-2	-8
#35 Cc1nc(C(=O)O)sc1C1(C)CC(c2cccc([N+](=O)[O-])c2)=NO1 (configuration not stated)
 : 1.2	15	-2	5	-6	6	-14	-8	-3
#36 CCOCCCNC(=O)c1cccc(OC2CCN(S(C)(=O)=O)CC2)c1
 : 0.9	15	0	2	2	1	0	1	-18
#37 CN(Cc1ccc(Cl)cc1)C(=O)c1[nH]c(C(F)(F)F)nc1-c1ccccc1
 : 6.8	12	x	4	-17	10	x	2	-24
#38 NC(=O)c1ccsc1NC(=O)c1cc(=O)c2ccccc2o1
 : 2.0	21	-5	10	-2	28	-1	-4	-1
#39 CC1(C)COC(/C=C/c2ccc([N+](=O)[O-])cc2)=N1
 : 5.1	17	-8	2	-10	2	6	-1	-7
#40 Cc1ccccc1SCC(=O)Nc1cc(C(F)(F)F)ccc1N1CCOCC1
 : -0.4	-8	-17	x	-4	x	-20	-5	9
#41 Cc1ccc2c(C)c(C(=O)N3CCC(N4CCC(C(=O)NC5CC5)CC4)CC3)oc2c1
 : -0.8	19	0	-2	-11	-22	-17	-8	-16
#42 CCCC(=O)N1CCC1(C)C(=O)Nc1ccc2c(c1)CCN2C(C)=O (configuration not stated)
 : 1.9	1	x	5	3	-11	x	-2	-2
#43 O=C(COc1ccc(S(=O)(=O)NCc2ccccc2)cc1Cl)NCc1ccncc1
 : 1.1	7	4	0	-7	9	-8	-6	5
#44 CCOC(=O)[C@]12CCC=C1N(Cc1ccc(Cl)cc1Cl)C(=O)[C@H](CC(=O)NCCCOC)C2
 : 0.4	5	x	-1	-8	-7	x	x	x
#45 Cc1ccc(-c2csc(NC(=O)CCNC(=O)c3ccco3)n2)cc1
 : 1.7	16	-8	3	-10	-14	-28	-2	-15
#46 O=C(NC1CCN(Cc2ccccc2)CC1)c1cccc(S(=O)(=O)Nc2ccc(SC(F)F)cc2)c1
 : 9.6	8	-11	21	-12	2	-4	-5	9
#47 c1cnc2ccc(-c3ccc4ncccc4c3)cc2c1
 : 0.3	-9	6	1	-5	-5	-6	-1	0
#48 Cc1ccc(-c2nnc(-c3ccccc3Br)o2)cc1
 : 0.7	22	-3	2	-13	-2	-16	-3	-19
#49 CCN(C(=O)CCN1C(=O)/C(=C/c2ccccc2)SC1=S)C1CCS(=O)(=O)C1 (configuration not stated)
 : 13	17	-14	8	-12	-58	-14	3	24
#50 Cc1ccc(NC(=O)CSc2ncc3ccccn23)cc1
 : 0.6	10	-11	3	-12	24	-19	-5	0
